PRMT1 inh: PRMT1 methyltransferase inhibitors, primary screen, biochemical, fluorescence polarization | inhibition, % at 2.79 µM | Protein arginine N-methyltransferase 1 (Homo sapiens), Q99873 | AID 652257, 2013 | 370,000 tested, 1.3% active | recombinant PRMT1, activity-based probe fluorescence polarization;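 active = inhibition above about 21% made by adding two undisclosed values, limit read from the data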
MBD2 DNA inh: inhibitors of MBD2 binding to methylated DNA, primary screen, biochemical, TR-FRET, DNA-binding domain, human | Methyl-CpG-binding domain protein 2 (Homo sapiens), Q9UBB5 | MBD2 binding to methylated oligonucleotide | inhibition, % at 4.4 µM | 370,000 tested, 0.31% active; in the data active = inhibition above about 13%
TDP2 inh: human TDP2 enzyme inhibitors, primary screen, biochemical, epi absorbance, recombinant enzyme | 370,000 tested, 0.34% active | Tyrosyl-DNA phosphodiesterase 2 (Homo sapiens), O95551 | AID 720702, 2013 | inhibition, % at 12.8 µM | T5PNP hydrolysis, p-nitrophenol absorbance 415 nm;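 active = inhibition above the mean of all tested compounds plus 3 SD, set per campaign, cut at about 25% in these data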;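 also: 0% = DMSO with enzyme and 100% = buffer with substrate but no TDP2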
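Incubation: 2 h at 37 °C; Test system: recombinant human TDP2; Quantity: enzyme 120 nM; Read-out basis: percent inhibition; Medium: 50 mM Tris-HCl pH 7.5 with Mg2+, KCl, DTT, BSA; Repeats: single replicate; Compound: 12.8 µM single point, 1% DMSO; Signal: epi absorbance; Reagent: 5 mM T5PNP chromogenic substrate; Benchmarks: no-enzyme high, DMSO-plus-enzyme low.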
rCAG binder: binders of r(CAG) RNA repeats, primary screen, biochemical, fluorescence | r(CAG) RNA repeat, TO-PRO-1 dye displacement fluorescence | inhibition, % at 3 µM | 370,000 tested, 1.3% active | AID 651821, 2012;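 active = inhibition above the plate cutoff, the mean of all test compounds on that plate plus 3 SD, cut at about 35% in these data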;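 also: 0% = DMSO alone and 100% = 100 µM mitoxantrone as full dye displacement; higher means more dye released from RNA so lower well fluorescence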
HTRA1 inh: HTRA1 serine protease inhibitors, primary screen, biochemical, fluorescence polarization, HTS; Q92743; recombinant HTRA1, FP-rhodamine activity-based probe; inhibition, % at 5.96 µM; 340,000 tested, 0.5% active; AID 504803, 2011; in the data active = inhibition above about 36%;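 also: 0% = enzyme with DMSO and 100% = wells lacking enzyme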
TCR-CD3 inh: inhibitors of human TCR-CD3 interaction, primary screen, biochemical, fluorescence, TAMRA-labeled TCR probe | 360,000 tested, 0.37% active | AID 651800, 2012 | inhibition, % at 9.4 µM; in the data active = inhibition above about 19%;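 also: recombinant mutant TCR 2C K166C tagged with TAMRA read by polarization; 0% = receptor in buffer alone and 100% = receptor with positive control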
LEDGF integ inh: blockers of LEDGF/p75-dependent integrase strand transfer – biochemical, TR-FRET, high throughput, primary screen | TR-FRET IN-LEDGF/p75 DNA integration, Eu/Cy5 | HIV-1 integrase (with human LEDGF/p75) | inhibition, % at 3.7 µM | 370,000 tested, 0.64% active | AID 743269, 2014;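 active = inhibition above the screen-wide mean plus 3 SD, cut at about 13% in these data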;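 also: signal is the Cy5 over europium emission ratio at 671 and 618 nm; 0% = plate median of compound wells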
NPR2 activator: human GC-B receptor activators, primary screen, HEK293 GC-B cells, cGMP TR-FRET, EC30 CNP; Atrial natriuretic peptide receptor 2 (Homo sapiens), P20594; 0% at EC30 CNP, 100% saturating CNP; activation, % at 10 µM; 370,000 tested, 0.11% active;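 active = activation at 10 µM reaching about 35% in either raw or pattern-adjusted values, limit read from the data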
Target sequence (P20594 whole entry, looked up): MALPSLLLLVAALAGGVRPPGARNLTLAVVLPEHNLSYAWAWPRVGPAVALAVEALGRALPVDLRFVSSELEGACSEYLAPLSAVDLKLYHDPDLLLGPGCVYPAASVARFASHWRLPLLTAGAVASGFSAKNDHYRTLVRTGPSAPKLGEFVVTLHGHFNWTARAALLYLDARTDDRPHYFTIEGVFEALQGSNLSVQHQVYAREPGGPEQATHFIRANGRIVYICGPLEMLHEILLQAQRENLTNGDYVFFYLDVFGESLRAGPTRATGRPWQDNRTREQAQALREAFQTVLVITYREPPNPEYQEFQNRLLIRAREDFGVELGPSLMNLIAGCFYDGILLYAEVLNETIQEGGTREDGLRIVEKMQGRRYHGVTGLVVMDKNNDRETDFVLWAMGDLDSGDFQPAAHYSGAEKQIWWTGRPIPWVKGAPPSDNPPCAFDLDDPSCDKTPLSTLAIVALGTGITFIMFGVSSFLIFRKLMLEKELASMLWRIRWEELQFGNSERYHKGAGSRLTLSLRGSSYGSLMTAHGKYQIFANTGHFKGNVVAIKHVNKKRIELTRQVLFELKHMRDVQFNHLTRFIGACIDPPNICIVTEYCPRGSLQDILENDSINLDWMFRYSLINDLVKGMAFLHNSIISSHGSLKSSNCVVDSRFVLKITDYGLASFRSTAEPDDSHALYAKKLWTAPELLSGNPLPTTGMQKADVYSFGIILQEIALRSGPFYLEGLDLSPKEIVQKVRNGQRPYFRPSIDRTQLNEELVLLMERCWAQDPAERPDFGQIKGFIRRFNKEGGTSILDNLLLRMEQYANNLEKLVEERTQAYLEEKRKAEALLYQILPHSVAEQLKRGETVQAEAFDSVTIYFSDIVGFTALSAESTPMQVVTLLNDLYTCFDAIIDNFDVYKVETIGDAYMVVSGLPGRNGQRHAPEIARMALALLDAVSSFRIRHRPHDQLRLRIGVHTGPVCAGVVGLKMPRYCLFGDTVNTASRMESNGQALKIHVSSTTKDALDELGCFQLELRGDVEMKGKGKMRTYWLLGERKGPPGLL
SIAE primary: human SIAE inhibitors, primary screen, biochemical, fluorescence polarization, FP-Rh probe, 1536-well HTS. Sialate O-acetylesterase (Homo sapiens), Q9HAT2. SIAE FP-Rh probe binding. inhibition, % at 9.66 µM. 370,000 tested, 0.69% active. AID 1053197, 2014;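 active = inhibition above a cutoff: mean of compounds within the control limits plus 3 SD of those, cut at about 17% in these data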;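 also: 0% = plate median of compound wells and 100% = probe without SIAE protein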
ABHD4 inh: ABHD4 inhibitors, primary screen, biochemical, fluorescence polarization, mouse; (Lyso)-N-acylphosphatidylethanolamine lipase (Mus musculus), Q8VD66; purified mABHD4, FP-Rh probe fluorescence polarization; inhibition, % at 8.92 µM; 370,000 tested, 0.54% active;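 active = inhibition exceeding the mean over every tested compound plus 3 SD, cut at about 30% in these data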;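 also: 0% = plate median of compound wells and 100% = S159A mutant with DMSO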
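System: mouse ABHD4 enzyme, wild type / Medium: HEPES pH 7.0, NaCl, Pluronic buffer / Reagent: FP-Rh activity-based fluorescent probe / Control set: S159A mutant high control, sample median low control / Detection: fluorescence polarization with parallel and perpendicular emission, 525/598 nm / Schedule: 45 min + 60 min at 25 °C / Compound dosing: 8.92 µM, single dose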
* hit, by the source's call; . = not tested or not shown. An excerpt. The share of hits here may be higher or lower than overall.

Preview:
SMILES	PRMT1 inh	MBD2 DNA inh	TDP2 inh	rCAG binder	HTRA1 inh	TCR-CD3 inh	LEDGF integ inh	NPR2 activator	SIAE primary	ABHD4 inh
COc1ccc(N=N/C(C(C)=O)=C(/C)O)cc1	-1.7	3.8	-1.7	-3.8	-3.2	-0.5	-3.5	0.4	-1.6	3.8
CN(C(=O)c1ccc2ccccc2c1)c1ccccn1	1.3	-5.5	-5.2	-0.9	-3.6	6.7	-2.5	1.4	4.6	-0.5

The list itself, from the start:
SMILES	PRMT1 inh	MBD2 DNA inh	TDP2 inh	rCAG binder	HTRA1 inh	TCR-CD3 inh	LEDGF integ inh	NPR2 activator	SIAE primary	ABHD4 inh
COc1ccc(N=N/C(C(C)=O)=C(/C)O)cc1	-1.7	3.8	-1.7	-3.8	-3.2	-0.5	-3.5	0.4	-1.6	3.8
CN(C(=O)c1ccc2ccccc2c1)c1ccccn1	1.3	-5.5	-5.2	-0.9	-3.6	6.7	-2.5	1.4	4.6	-0.5
Cc1ccccc1N(C(=O)c1snc(C(N)=O)c1N)C(C)C(=O)NC1CCCCC1 (centres undefined)	-2.4	0.6	-7.1	-2.8	1.6	6.7	1.7	0.7	-4.1	1.6
Cc1ccccc1OCC(=O)Nc1ccccc1C(=O)NC1CC1	-2.0	-2.0	4.1	-0.6	-14.1	1.5	1.5	1.0	0.9	-3.1
C[C@@H]1Cc2cc(O)c(O)c(O)c2C(=O)O1	14.3	-2.0	4.8	3.2	.	.	-4.2	-0.7	5.6	27.8
CNC(=S)N(Cc1ccc2c(c1)OCO2)C1CC(=O)N(c2ccc(F)cc2)C1=O (centres undefined)	4.4	2.6	3.2	3.2	-4.0	-3.3	1.4	-3.3	-2.2	-2.8
Cc1[nH]c2ccccc2c1CN1CCC(Cc2ccccc2)CC1	-2.1	-0.3	0.6	2.7	6.8	3.8	2.4	-11.7	7.2	15.3
COC(=O)c1ccc(C(=O)OC)c(NC(=O)N2c3ccccc3Sc3ccccc32)c1	-1.1	2.5	9.4	-1.4	-13.1	-5.2	2.9	-4.1	6.6	2.5
COc1ccc(-c2noc(CN(Cc3nccn3C)C(C)C)n2)cc1	0.1	-4.6	11.4	-6.7	4.8	5.0	-1.9	5.4	-0.7	-1.9
CN(Cc1ccccc1)C(=O)c1ccc(NC(=O)Cc2ccc(NC(=O)C3CCN(C(=O)C4CCCC4)CC3)cc2)cc1	-8.3	-3.3	-3.6	3.7	-12.3	-1.6	1.5	0.0	-6.9	-8.2
O=C(NCc1ccccc1Cl)C(=O)c1cn(CC(=O)N2CCOCC2)c2ccccc12	-4.2	-2.3	16.4	2.3	-6.9	-3.8	-1.0	5.6	8.1	-4.0
CCOC(=O)c1ccc(S(=O)(=O)N2CCC(C(=O)O)CC2)cc1	-0.8	-5.6	-0.9	1.5	7.4	-3.3	-2.4	4.9	4.5	1.7
CCOCc1nnc(NC(=O)c2cc(OC)c(OC)c(OC)c2)s1	1.2	1.8	1.7	-4.1	-5.2	-11.0	-2.3	1.8	-0.2	-0.3
CCOc1ccc(-n2c(SCC(=O)Nc3ccc(S(=O)(=O)Nc4nccs4)cc3)nnc2-c2ccccc2)cc1	1.6	1.0	2.2	80.3*	.	.	-0.5	-0.7	-43.9	-54.2
CCCCN1C(=O)N(C)C2C1N(C)C(=O)N2CCCC (centres undefined)	0.1	-1.8	3.9	-3.7	-3.3	3.8	0.6	0.7	-0.6	-2.6
COc1ccccc1/C=N/NC(=O)c1nnn(-c2nonc2N)c1-c1ccccc1	0.3	-5.3	13.4	-0.7	-3.9	-3.2	1.9	-1.3	3.2	-4.0
COc1ccccc1C(=O)NC(CCSC)C(=O)NCC(c1cccs1)N1CCOCC1 (centres undefined)	1.8	7.5	-6.5	-6.3	2.9	3.0	2.9	-15.5	-10.0	-13.6
CN(c1cccc(Cl)c1)S(=O)(=O)c1cccc(C(=O)Nc2nc3ccccc3[nH]2)c1	-2.2	-0.6	-4.0	11.4	-33.9	4.7	6.8	-5.7	-61.4	-51.0
Cc1noc(C)c1S(=O)(=O)Nc1ccc2c(c1)C(=O)N([C@H](C)CO)C[C@H](C)[C@H](CN(C)C(=O)NC(C)C)OCCCC[C@@H](C)O2	-2.0	-8.9	-15.8	3.0	2.2	-10.6	3.1	2.9	-0.4	-0.4
Cc1ccccc1C(=O)NNC(=O)c1ccncc1	-0.1	4.2	0.4	0.9	1.1	7.5	1.6	2.7	-3.1	-2.6
COc1cc(Cl)c(C)cc1NC(=O)CN1C(=O)C2CC=CCC2C1=O (centres undefined)	-0.5	-3.3	-0.4	3.8	0.0	14.3	0.6	0.9	-3.9	3.0
COC(=O)CCC(=O)Nc1cc(OC)c(OC)cc1Cc1nccc2cc(OC)c(OC)cc12	-1.7	-4.1	-1.0	-4.1	7.0	3.8	-0.7	4.8	0.7	-2.5
CCOC(=O)C1CCN(C(=O)CS(=O)(=O)Cc2nc(-c3ccccc3Cl)oc2C)CC1	0.8	-0.1	3.7	-1.6	5.2	0.5	-1.9	1.9	0.9	-4.7
CC1CCc2sc(C(=O)NCC3CCCO3)cc2C1 (centres undefined)	-3.0	-6.6	11.2	-1.5	-3.4	3.8	1.6	-0.9	-0.8	-7.1
CCOc1ccc(-n2cnnn2)cc1S(=O)(=O)N1CCCCC1	4.3	2.3	-2.7	-1.0	7.5	-3.0	1.9	-1.6	-5.2	-3.3
CCOC(=O)C1(Cc2cccc(F)c2)CCN(C(=O)c2cnc(C)cn2)CC1	-0.1	-6.4	-1.9	-8.1	2.4	2.5	4.0	-0.1	4.9	-4.9
Cc1ccccc1NC(=O)CCS(=O)(=O)c1ccc(Br)s1	1.0	11.3	6.8	-1.8	2.6	-0.2	-0.2	-2.4	0.1	-1.2
COc1ccc(C(=O)N(c2c(C)cccc2C)C(COC(C)=O)COC(C)=O)cc1	7.9	-2.7	8.7	-1.1	.	-1.6	-0.6	-5.1	-0.1	-3.5
Cc1ccc(NCc2nnc(SCCN3CCCCC3)n2CC2CCCO2)c(C)c1 (centres undefined)	-0.8	-2.2	-17.5	-7.8	9.9	1.3	-0.5	1.1	0.2	-0.3
COc1ccccc1-n1c(SCC(=O)N2CCOCC2)nc2ccccc2c1=O	-2.4	2.8	0.5	-2.1	1.0	-5.8	2.0	-4.2	-6.1	3.0
CN(CC(=O)Nc1cccc(F)c1)C(=O)c1ccncc1	0.1	0.9	2.7	0.8	0.8	2.5	0.5	4.1	0.6	-6.5
CC(=O)NC(CC(=O)OCC(=O)N1c2ccccc2NC(=O)C1(C)C)c1ccccc1 (centres undefined)	4.7	-2.1	5.2	0.6	5.4	-4.9	-3.3	0.9	8.3	9.0
CN(C)c1cc(-c2ccc(Br)cc2)oc(=O)c1Cl	6.3	-5.1	1.8	0.1	.	2.9	-0.1	-5.3	-13.2	0.3
CCOC(=O)c1sc2nc(C)cc(-c3ccccc3)c2c1N	9.2	-1.2	-15.8	-1.3	-15.2	3.5	-1.3	-4.8	-4.8	-9.0
CCOC(=O)C1=C(C)Nc2ncnn2C1c1cccnc1 (centres undefined)	6.8	10.1	-12.5	1.4	4.6	0.9	-3.4	0.4	-0.2	-8.0
C=CCn1c(=O)c(C(=O)NCc2ccc3c(c2)OCO3)c(O)c2cc(OC)c(OC)cc21	0.4	-4.2	-1.7	2.2	-2.2	0.2	0.4	-2.6	-5.2	1.6
Clc1ccc(Nc2ccc(Cl)nn2)cc1	-1.2	-4.3	1.7	-4.2	.	6.5	2.9	2.6	5.3	4.8
CC(NC(=O)CSc1ccccc1)c1ccccc1 (centres undefined)	3.6	2.5	7.7	-3.4	-31.6	-5.5	2.4	6.3	2.0	-0.4
CC(=O)N1CCOc2ccc(S(=O)(=O)N(C)c3cccc(C)c3)cc21	-7.3	-2.1	-11.6	-0.5	-2.1	0.1	0.8	-0.7	8.9	-7.3
c1ccc(-c2ccc(-c3nc(-c4ccccn4)no3)cc2)cc1	-3.6	-4.9	4.4	4.2	-65.6	3.0	3.5	.	-11.2	-38.5
O=C(COC(=O)c1nc(Cl)ccc1Cl)NCc1ccccc1	0.2	1.1	-4.0	4.5	-4.7	1.4	0.2	-0.5	-3.7	-3.4
CC(=O)Nc1cc(-c2cccc(F)c2)cn2c(-c3ccc(F)c(Cl)c3)cnc12	2.5	4.2	9.0	6.2	.	3.5	-0.9	0.5	-3.0	-7.9
Fc1ccc(/C=N\Nc2cccc(F)c2)cc1	2.2	4.2	-8.5	-3.9	0.5	1.7	-0.5	2.1	7.6	0.8
COc1ccc(N=N/C(=C\O)C(=O)c2cccs2)cc1	1.8	-2.7	-16.2	5.0	1.8	8.6	4.6	-2.3	4.9	6.5
O=C(CCCn1ncn2c(cc3occc32)c1=O)N1CCc2ccccc2C1	-1.5	-2.3	0.1	1.0	-1.9	5.2	0.0	-0.8	1.7	3.8
O=C(CCN1C(=O)/C(=C/C=C/c2ccccc2)SC1=S)Nc1cccnc1	12.6	7.2	-14.1	20.6	-13.3	-3.8	-0.1	5.2	-10.5	-8.4
COc1ccccc1C(=O)N1CCN(C(=O)COc2cccc(C)c2)CC1	0.4	0.8	-0.9	-3.8	-0.9	2.2	1.2	-0.8	4.3	-0.8
O=C(NCc1ccccc1)c1cc(C2COCCN2C(=O)C2CC2)on1 (centres undefined)	0.7	5.4	5.6	-0.2	.	0.1	-0.8	-3.4	0.0	3.8
O=c1c2c3c(sc2nc2n1CCCCC2)CCC3	-1.1	3.4	3.9	1.2	0.8	-13.7	-0.4	-1.9	0.6	-0.2
COCCOC(=O)c1c(C)oc2ccc(OC(=O)c3ccc4c(c3)OCO4)cc12	1.9	2.2	-3.2	-1.2	3.9	-2.0	0.6	2.6	-4.9	0.5
CCCc1nn2c(=O)c(C(c3ccc(C)cc3)c3c(O)nc4sc(CCC)nn4c3=O)c(O)nc2s1	-4.1	2.9	9.4	22.1	-0.9	-4.9	0.7	4.2	1.6	4.5

Random excerpt: two compounds from above.
SMILES	PRMT1 inh	MBD2 DNA inh	TDP2 inh	rCAG binder	HTRA1 inh	TCR-CD3 inh	LEDGF integ inh	NPR2 activator	SIAE primary	ABHD4 inh
CC(NC(=O)CSc1ccccc1)c1ccccc1 (centres undefined)	3.6	2.5	7.7	-3.4	-31.6	-5.5	2.4	6.3	2.0	-0.4
O=C(CCCn1ncn2c(cc3occc32)c1=O)N1CCc2ccccc2C1	-1.5	-2.3	0.1	1.0	-1.9	5.2	0.0	-0.8	1.7	3.8
